High-throughput results (PubChem)
CYP2C9 inhib – human CYP2C9 inhibition | CYP2C9 Supersomes, luciferin-H conversion, luminescence | P11712 | 96,000 tested, 20% active | inhibition, % at 5 µM | AID 777;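 active = blocking of liver enzyme CYP2C9 beyond about 50% at 5 µM, limit read from the data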; note: values of inactives mirror those of a sister screen read the other way
Target sequence (P11712 whole entry, looked up): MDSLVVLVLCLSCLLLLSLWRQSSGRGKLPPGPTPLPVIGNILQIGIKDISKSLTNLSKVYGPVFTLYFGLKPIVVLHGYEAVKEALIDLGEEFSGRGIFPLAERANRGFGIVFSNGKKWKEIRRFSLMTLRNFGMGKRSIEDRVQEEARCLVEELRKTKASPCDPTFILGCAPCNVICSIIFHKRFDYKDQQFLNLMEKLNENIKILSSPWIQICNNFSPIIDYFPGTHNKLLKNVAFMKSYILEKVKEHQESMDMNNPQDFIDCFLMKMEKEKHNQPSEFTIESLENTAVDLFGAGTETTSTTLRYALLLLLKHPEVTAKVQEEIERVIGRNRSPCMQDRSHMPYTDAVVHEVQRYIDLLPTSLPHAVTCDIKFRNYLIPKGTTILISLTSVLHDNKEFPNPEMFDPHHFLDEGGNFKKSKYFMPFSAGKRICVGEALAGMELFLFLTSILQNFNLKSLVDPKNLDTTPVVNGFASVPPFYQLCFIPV
CYP2C9 act – activators of human CYP2C9. recombinant CYP2C9, luciferin-H conversion, luminescence; hits give high values; factor 1 = untreated enzyme, 0 = blocked. 96,000 tested, 1.4% active. activation factor at 5 µM. P11712. AID 1024;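 active = activation factor of 2 or more for CYP2C9 at a 5 µM dose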;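 note: 0 = sulfaphenazole-blocked wells and 1 = vehicle-only wells; values of inactives mirror those of a sister screen read the other way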
CYP2C19 inhib – inhibitors of human CYP2C19. CYP2C19 Supersomes, luciferin-H EGE luminescence, 30 min. P33261. AID 778. 96,000 tested, 21% active. inhibition, % at 5 µM;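 active = CYP2C19 inhibition above a set limit at 5 µM in the primary screen, cut at about 50% in these data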;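 note: plate controls were negative control wells for no effect and 2.5 mM tranylcypromine positive control for full effect; values of inactives mirror those of a sister screen read the other way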
EphB4 antag – antagonists of human EphB4-ephrin-B2 interaction; EphB4 LBD / TNYL-RAW-Alexa532 peptide, fluorescence polarization; inhibition, % at 7 µM; P54760; 97,000 tested, 0.15% active;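 active = inhibition above the screen-wide mean inhibition plus 3 SD, cut at about 15% in these data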;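 note: 0% = DMSO wells and 100% = excess unlabeled TNYL-RAW peptide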
E coli WT exp – blocks growth of wild type E. coli BW25113 | OD600 absorbance | 98,000 tested, 0.15% active | growth inhibition, % at 100 µM | AID 710;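 active = growth inhibition above about 50% at one test dose, limit read from the data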;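 note: growth measured after 20 h incubation at 37 °C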
PostGolgi yeast – growth inhibition of a yeast mutant, post-Golgi transport screen. post-Golgi transport phenotypic cell assay. inhibition, % at 10 µM. 98,000 tested, 0.9% active. AID 739; in the data active = inhibition above about 30%;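 note: yeast cells grown in 1536-well plates; yeast grown about 18 h at 30C before absorbance read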
PTK2B oligo ant – antagonists of human Pyk2 oligomerization; Q14289; Q293 cells, Pyk2 FERM NanoBiT luminescence; hits give low values; z-score (the deposit names both 25 µM and 10 µM); AID 1347419; 99,000 tested, 0.83% active;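 active = Z-score of -3 or lower, scaled per plate to the spread of control and sample wells; inactive = z-score above -3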;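 note: negative z-score means lost luminescence so less FERM oligomerization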
PLAP activator – activates human placental alkaline phosphatase | P05187 | purified PLAP enzyme, luminescent substrate read-out; hits give high values | activation fold at 20 µM | 96,000 tested, 1.2% active | AID 696; in the data active = activation fold above about 2
Target sequence (P05187 whole entry, looked up): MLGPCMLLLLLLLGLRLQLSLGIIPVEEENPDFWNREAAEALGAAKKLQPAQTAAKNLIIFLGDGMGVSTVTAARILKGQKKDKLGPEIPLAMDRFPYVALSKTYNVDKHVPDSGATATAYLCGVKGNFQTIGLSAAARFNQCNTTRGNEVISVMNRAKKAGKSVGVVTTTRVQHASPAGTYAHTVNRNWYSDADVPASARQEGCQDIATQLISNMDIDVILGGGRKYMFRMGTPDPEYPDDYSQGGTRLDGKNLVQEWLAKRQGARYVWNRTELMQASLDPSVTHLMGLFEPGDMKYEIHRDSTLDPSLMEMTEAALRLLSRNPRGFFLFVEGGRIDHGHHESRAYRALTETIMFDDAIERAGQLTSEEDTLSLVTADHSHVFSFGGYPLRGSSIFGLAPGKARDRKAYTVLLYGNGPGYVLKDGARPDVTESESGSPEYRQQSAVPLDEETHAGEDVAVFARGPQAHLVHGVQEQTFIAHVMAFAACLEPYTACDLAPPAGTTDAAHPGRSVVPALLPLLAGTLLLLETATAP
CYP2C19 activ – increases human CYP2C19 enzyme activity. recombinant CYP2C19, luciferin-H EGE luminescence; hits give high values; 0 = fully inhibited enzyme, 1 = untreated enzyme. P33261. AID 1025. activation factor at 5 µM. 96,000 tested, under 10 active;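 active = activation factor of at least 2 at 5 µM in the primary screen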;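 note: 0 = wells with 2.5 mM tranylcypromine and 1 = vehicle-only wells; values of inactives mirror those of a sister screen read the other way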
* marks the source's active call; other numbers are inactive results; · = no result given.

Values run as follows: CYP2C9 inhib, CYP2C9 act, CYP2C19 inhib, EphB4 antag, E coli WT exp, PostGolgi yeast, PTK2B oligo ant, PLAP activator, CYP2C19 activ
> Cn1c(C(=O)N2CCN(c3ncccn3)CC2)cc2c(=O)n(C)c3ccccc3c21
 : 93*, 0.1, 17, 3, -6, 4, ·, 1.6, 0.8
> Cc1ccc(C(=O)NCc2ccc(Cl)cc2)o1
 : -9, 1.1, 53*, 4, 30, 11, 2.4, 1, 0.5
> O=C(O)CSCNC(=O)C12CC3CC(CC(C3)C1)C2
 : -9, 1.1, -9, 6, 3, -5, 0.31, 1, 1.1
> COc1ccc(CN(C(=S)Nc2ccccc2)C2CC(=O)N(c3ccc(Cl)cc3)C2=O)cc1 (stereo not drawn)
 : 3, 1, 5, -10, -4, -3, -0.37, 0.9, 1
> Nc1nc(SCC(=O)NC2CCCCCC2)[nH]c(=O)c1-c1ccccc1
 : -24, 1.2, 2, 0, -6, 7, 0.54, 1, 1
> CC(C)OC(=O)c1cc2c(ccn2C)n1CC(=O)N1CCC(Cc2ccccc2)CC1
 : 38, 0.6, 30, -1, -7, -2, 0.09, 1.1, 0.7
> Cc1nc2c3c4c(sc3n3c(SCC(=O)NCc5ccco5)nnc3n2n1)COC(C)(C)C4
 : 22, 0.8, 7, ·, -2, 10, -1.1, 1, 0.9
> Clc1ccc(-c2csc(N3CCc4ccccc4C3)n2)cc1
 : 5, 1, 0, 4, -25, 2, -0.18, 0.8, 1
> CCCOc1ccc(N2CC(C(=O)Nc3ccccc3F)CC2=O)cc1 (stereo not drawn)
 : 41, 0.6, 3, 4, -16, 0, 0.52, 1, 1
> Cc1ccc(C(=O)N2CCN(c3ccc(C(F)(F)F)cn3)CC2)cc1
 : 17, 0.8, 22, -1, 0, -3, 0.09, 1, 0.8
> COC(=O)c1ccc2c(=O)n(CCCN3CCOCC3)c(=S)[nH]c2c1
 : -6, 1.1, -12, -4, 3, -11, 1.2, 1.3, 1.1
> CCN=C1SC(CC(=O)Nc2ccccc2)C(=O)N1CC (stereo not drawn)
 : -1, 1, 34, -1, 2, -7, 0.39, 0.9, 0.7
> COc1ccc(-c2cc3nc(C)c(CCC(=O)NCc4ccco4)c(C)n3n2)c(OC)c1
 : ·, ·, ·, -6, 4, -4, 1.4, ·, ·
> CCOC(=O)c1c(/N=C/N(C)C)sc(C(=O)OC)c1C
 : 50, 0.5, 78*, -7, -2, 10, -0.5, 1.2, 0.2
> C=CCn1c(SCC(=O)NC2CCCC2)nc2scc(-c3ccco3)c2c1=O
 : 92*, 0.1, 87*, 0, -7, 9, 0.64, 1.3, 0.1
> Cc1cccc(NC(=O)CSc2nc3ccc(N4C(=O)c5ccccc5C4=O)cc3s2)c1C
 : 70*, 0.3, 30, -2, -7, 3, -0.3, 1, 0.7
> Cc1ccc(N2C(=O)c3n[nH]c(C)c3C2c2cccnc2)cc1 (stereo not drawn)
 : 30, 0.7, 40, -3, -2, -3, -1.5, 2.1*, 0.6
> O=C(Cc1cccs1)Nc1nc2c(ccc3ccccc32)s1
 : 64*, 0.4, 41, -1, -7, -3, -0.55, 0.9, 0.6
> O=C(Nc1cnn(Cc2ccc(Cl)cc2Cl)c1)c1cc(-c2cccs2)on1
 : 1, 1, 3, -12, -1, 1, 1.4, 1, 1
> O=C1NCCCC1C(=O)Nc1ccccn1 (stereo not drawn)
 : 2, 1, 3, -2, -6, 8, 0.1, 1, 1
> O=C(c1ccc2c(=O)n(Cc3ccco3)c(=S)[nH]c2c1)N1CCN(c2ccccc2)CC1
 : 14, 0.9, 42, -7, -11, -6, -0.1, 0.9, 0.6
> Cc1ccc(C(=O)Cn2c(N3CCOCC3)nc3c2c(=O)n(C)c(=O)n3C)cc1
 : 54*, 0.5, -11, -1, 0, 1, -0.24, 1.1, 1.1
> O=C(O)c1ccc2c(c1)N(Cc1ccccc1F)C(=O)c1ccccc1S2=O (stereo not drawn)
 : 22, 0.8, -6, -3, 0, -8, ·, 1.1, 1.1
> Cc1ccc(CNC(=O)c2ccccc2N)cc1
 : 10, 0.9, 28, -3, 4, 0, 0.45, 0.8, 0.7
> COC(=O)C1=CN(Cc2cccs2)C=C(C(=O)OC)C1c1cccc(OC)c1OC
 : 11, 0.9, -2, 4, -2, 3, -2.1, 1, 1
> Cc1scc(C(=O)N2CCN(S(C)(=O)=O)CC2)c1-c1ccccc1
 : 34, 0.7, 97*, -1, 1, -11, 1.2, 1.2, 0
> Cc1cccc(C(=O)NCCN2CCCC2)c1
 : -9, 1.1, -12, -5, -3, 5, 1.3, 0.9, 1.1
> CN(CP(=O)(O)CCc1ccccc1)S(C)(=O)=O
 : -27, 1.3, 3, -4, 2, -3, 1.1, 0.9, 1
> CCOC(=O)c1c(NC(=O)c2cccc(N3C(=O)CCC3=O)c2)sc(C)c1C
 : -11, 1.1, -13, -6, -9, 6, -0.74, 0.9, 1.1
> CSc1ccccc1NC(=O)c1ccoc1C
 : 15, 0.9, 41, -7, -4, -4, 0.56, 1, 0.6
> COC(=O)c1sc2nc[nH]c(=O)c2c1C
 : 1, 1, 3, -2, -2, 11, 0.25, 0.8, 1
> Cc1cccc2cc(CN(Cc3cccnc3)C(=O)c3ccncc3)c(=O)[nH]c12
 : 61*, 0.4, 73*, ·, 3, -2, -0.49, 1, 0.3
> COCCCNC(=O)CC(NS(=O)(=O)c1ccc(Cl)cc1)c1ccco1 (stereo not drawn)
 : 52*, 0.5, 61*, 12, -2, -8, 0.35, 1.1, 0.4
> COC(=O)c1cc(C(=O)OC)n(Cc2ccc(F)cc2)n1
 : 29, 0.7, 74*, 2, 0, -10, -0.59, 0.8, 0.3
> O=C(CCCn1c(=S)[nH]c2ccc(Br)cc2c1=O)N1CCN(c2ccccn2)CC1
 : 55*, 0.4, 70*, 0, -13, -2, -1.4, 1.5, 0.3
> COc1ccc(C(=O)Nc2ccc(S(=O)(=O)Nc3onc(C)c3C)cc2)cc1OC
 : 1, 1, 16, -4, -3, 1, -0.63, 1.2, 0.8
> O=C(Nc1nnc(C2CC2)s1)c1cccc(S(=O)(=O)N2CC(c3ccccc3)CC2=O)c1 (stereo not drawn)
 : 24, 0.8, 1, 0, -6, -4, ·, 1, 1
> CO/N=C(/CNC(=O)c1ccc(Cl)cc1Cl)c1ccc(Cl)cc1
 : 5, 1, 62*, -4, -7, 2, 0.52, 1.1, 0.4
> CCCC(=O)c1c[nH]c(C(=O)NCCCN2CCOCC2)c1
 : -16, 1.2, -13, -2, 5, 9, -0.77, 1.2, 1.1
> COc1ccccc1C1C(C(C)=O)=C(O)C(=O)N1CCc1ccccc1 (stereo not drawn)
 : 11, 0.9, -2, 2, -2, 4, 0.88, 1, 1
> Cc1cccc(OCCn2nc(C(=O)O)c3ccccc3c2=O)c1
 : 68*, 0.3, 72*, 2, -13, 8, 0.73, 1.4, 0.3
> COC(=O)c1ccc(=O)n(Cc2ccc3c(c2)OCO3)c1
 : 40, 0.6, 98*, -4, 8, 0, 0.19, 1, 0
> CCc1ccc(-c2cc(C(F)(F)F)n3nc(C(=O)Nc4c(C)nn(Cc5ccc(F)cc5)c4C)cc3n2)s1
 : 70*, 0.3, 42, -3, -13, 4, -0.5, 1.4, 0.6
> O=C(CSc1nnc(NC(=O)C2CC2)s1)Nc1ccc(F)cc1
 : 19, 0.8, 13, -7, -17, 8, -0.03, 0.9, 0.9
> Cc1ccc(-c2nnc(SCC(=O)Nc3ccccc3N3CCOCC3)o2)cc1
 : -1, 1, 6, -4, 5, 5, 0.49, 1.3, 0.9
> O=C(O)c1ccccc1NC(=O)C1CCCO1 (stereo not drawn)
 : 0, 1, 9, -6, 1, -14, 0.89, 1, 0.9
> O=C1N(Cc2ccccc2)CCCC12CCCN(Cc1ccccc1)C2=O
 : -4, 1, 35, 2, 6, 6, -0.54, 1.5, 0.7
> O=C(Cc1c(F)cccc1Cl)NCC1CCCO1 (stereo not drawn)
 : -10, 1.1, -11, -1, 1, 2, 1.4, 1.5, 1.1
> O=C(c1ccccc1)N1CCC(c2nc(-c3ccc(S(=O)(=O)NCC4CCCO4)cc3)no2)CC1 (stereo not drawn)
 : 29, 0.7, 11, 1, 2, -4, 0.4, 1.7, 0.9
> O=C(c1nc2n(n1)C(c1ccc(Cl)cc1)C=C(c1ccccc1)N2)N1CCOCC1 (stereo not drawn)
 : 12, 0.9, 1, -2, 7, 27, -0.76, 1.6, 1
> Cc1cc(C)c(S(=O)(=O)c2ccccc2C)c(N(C)C)n1
 : -20, 1.2, 47, 0, 4, -2, -0.47, 1, 0.5
> O=C(O)CCCC(=O)NCCc1ccncc1
 : 0, 1, -1, -9, 6, 5, 0.23, 0.9, 1
> COc1ccc(CC(=O)N(Cc2cc3cc(OC)ccc3[nH]c2=O)C(C)C)cc1
 : 18, 0.8, 19, -3, 2, -7, -0.61, 1.1, 0.8
> CCOC(=O)c1sc(-c2ccccc2)cc1NC(=O)CSc1nnnn1C
 : -2, 1, -2, -2, -16, 9, -2.8, 1.6, 1
> CC(=O)Nc1cccc(Cn2cccn2)c1
 : 9, 0.9, 10, 0, 7, -7, ·, 0.9, 0.9
> COc1ccc(NC(=S)NC(NC(=O)c2ccccc2Cl)C(Cl)(Cl)Cl)c([N+](=O)[O-])c1 (stereo not drawn)
 : 74*, 0.3, 24, 4, -3, 3, -1.1, 0.8, 0.8
> CCOC(=O)N1CCN(S(=O)(=O)c2ccc(C(=O)Nc3ccc(F)cc3F)cc2)CC1
 : 19, 0.8, 6, 2, -8, -5, 1.1, 1, 0.9
> O=C(/C=C/c1ncc(C(F)(F)F)cc1Cl)OCc1ccccc1
 : -19, 1.2, -8, -9, -3, 19, 1, 1, 1.1
> Cc1ccccc1Cn1c(=N)n(CC(O)c2ccco2)c2ccccc21 (stereo not drawn)
 : 1, 1, -6, -4, 2, 3, -0.45, 1, 1.1
> Cc1cc(O)c(C(C[N+](=O)[O-])c2ccc(Cl)cc2Cl)c(=O)o1 (stereo not drawn)
 : 98*, 0, 77*, 3, 0, 9, -0.39, 1.4, 0.2
> COc1cc(S(=O)(=O)N2CCN(Cc3ccc4c(c3)OCO4)CC2)c(C)cc1C
 : -2, 1, 32, ·, -11, -7, ·, 1.4, 0.7
> O=C(CCn1c(=O)c2ccccc2n(CC(=O)NCCC2=CCCCC2)c1=O)NCc1ccco1
 : 35, 0.7, 2, -4, 0, -18, -1.6, 1.1, 1

Single values from the list.
`COc1ccc(CC(=O)N(Cc2cc3cc(OC)ccc3[nH]c2=O)C(C)C)cc1` in PTK2B oligo ant has -0.61
`CCOC(=O)c1sc(-c2ccccc2)cc1NC(=O)CSc1nnnn1C` in PTK2B oligo ant has -2.8
